Screens deposited in PubChem by several laboratories.
Rv3671c protease – Rv3671c (M. tuberculosis) protease inhibition. 0.048% of 320,000 active. P9WHR9. inhibition, % at 5.96 µM; in the data active means inhibition above about 38%;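 further: extracellular domain of Rv3671c used as enzyme; 0% = enzyme with DMSO and 100% = no enzyme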
Target sequence (P9WHR9 whole entry, looked up, the tested form may be a part): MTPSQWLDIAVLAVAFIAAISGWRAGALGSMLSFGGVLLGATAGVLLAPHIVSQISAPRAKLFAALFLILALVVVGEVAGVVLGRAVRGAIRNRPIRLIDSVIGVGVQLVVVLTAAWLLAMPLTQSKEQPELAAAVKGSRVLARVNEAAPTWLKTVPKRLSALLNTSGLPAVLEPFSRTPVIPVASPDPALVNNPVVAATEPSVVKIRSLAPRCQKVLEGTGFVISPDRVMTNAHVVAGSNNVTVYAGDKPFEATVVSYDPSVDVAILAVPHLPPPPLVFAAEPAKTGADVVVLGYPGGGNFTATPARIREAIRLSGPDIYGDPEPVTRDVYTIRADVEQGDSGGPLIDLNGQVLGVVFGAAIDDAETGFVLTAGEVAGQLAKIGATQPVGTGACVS
MazEF act – MazEF (E. coli) toxin RNase activation. FAM/BHQ RNA-DNA oligo cleavage fluorescence, 5 h. AID 504720. P0AE70. activation, % at 20 µM. 0.32% of 350,000 active; in the data active means activation above about 50%
VHR inh abs – inhibitors of human VHR1 phosphatase (DUSP3). P51452. inhibition, % at 13.3 µM. AID 1654. recombinant VHR phosphatase, pNPP absorbance. 0.52% of 290,000 active; in the data active means inhibition above about 50%; further: some compounds called inactive have numbers as strong as hits
Target sequence (P51452 whole entry, looked up): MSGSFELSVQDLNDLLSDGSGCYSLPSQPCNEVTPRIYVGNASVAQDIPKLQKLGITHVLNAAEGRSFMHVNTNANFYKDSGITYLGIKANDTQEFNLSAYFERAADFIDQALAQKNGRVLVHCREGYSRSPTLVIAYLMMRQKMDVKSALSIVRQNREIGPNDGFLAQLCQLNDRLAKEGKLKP
SARS 3CLpro inh – SARS-CoV 3CLpro protease inhibition | P0C6X7 | recombinant SARS-CoV 3CLpro, quenched FRET peptide cleavage | inhibition, % at 6 µM | 0.14% of 290,000 active | AID 1706; in the data active means inhibition above about 12%
BH1578 lux ind – induces V. cholerae light production without autoinducers; V. cholerae BH1578 lux reporter, luminescence, 6 h; activation, % at 18.7 µM; 0.16% of 350,000 active; in the data active means activation mostly above about 9.7%, no sharp cut-off; further: not every result past the cut was called active; inactives centre near 0; reference of the scale not given here
Mtb BioA inh – BioA (M. tuberculosis) enzyme inhibition. AID 602481. purified M. tuberculosis BioA enzyme, plate reader. inhibition, % at 9.99 µM. 0.096% of 360,000 active; in the data active means inhibition above about 40%
GDH-TPI counter – inhibits GDH-TPI coupling enzymes, artifact for Mtb FBA screen; GDH-TPI coupled enzyme counterscreen, NADH absorbance; inhibition, % at 4.8 µM; 1.2% of 360,000 active; AID 588335; in the data active means inhibition above about 30%;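 further: 0% = DMSO wells and 100% = wells lacking the enzyme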
UGM FP inh – blocks M. tuberculosis UGM enzyme; P9WIQ1; purified UGM, fluorescence polarization probe displacement; inhibition, % at 10 µM; 0.06% of 320,000 active; in the data active means inhibition above about 10%, passing the limit was not always enough
Target sequence (P9WIQ1 whole entry, looked up): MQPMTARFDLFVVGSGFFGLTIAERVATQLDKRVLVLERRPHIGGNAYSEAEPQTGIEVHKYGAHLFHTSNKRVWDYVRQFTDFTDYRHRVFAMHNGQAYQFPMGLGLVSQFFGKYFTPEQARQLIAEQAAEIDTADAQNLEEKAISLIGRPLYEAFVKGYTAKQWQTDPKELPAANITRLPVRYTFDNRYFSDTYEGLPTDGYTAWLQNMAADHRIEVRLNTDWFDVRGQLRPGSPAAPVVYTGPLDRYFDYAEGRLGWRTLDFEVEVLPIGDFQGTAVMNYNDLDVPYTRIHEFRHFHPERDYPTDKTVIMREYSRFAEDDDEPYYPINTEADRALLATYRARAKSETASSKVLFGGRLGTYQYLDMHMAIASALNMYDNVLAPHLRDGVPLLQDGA
PriA SSB inh – K. pneumoniae PriA-SSBct interaction inhibition. AlphaScreen SSBct-PriA binding, biotinylated peptide. inhibition, % at 33 µM. 0.6% of 430,000 active; in the data active means inhibition mostly above about 37%, no sharp cut-off; inactive means mostly below about 20%;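 further: plate controls were negative control peptide for no effect and reference peptide for full effect; strong numbers were not always called active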
Mtb FBA inh – inhibitors of M. tuberculosis fructose-bisphosphate aldolase; P9WQA3; purified M. tuberculosis FBA, fluorescence read-out; inhibition, % at 1 µM; 2.3% of 360,000 active; AID 588726; in the data active means inhibition above about 27%;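 further: 0% = vehicle and 100% = reference inhibitor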
Active calls of the source: *; i = inactive; · = no result given; + = active, no number; & = joins results of further samples. This is a subset, so the mix of outcomes need not match the whole.

| structure | Rv3671c protease | MazEF act | VHR inh abs | SARS 3CLpro inh | BH1578 lux ind | Mtb BioA inh | GDH-TPI counter | UGM FP inh | PriA SSB inh | Mtb FBA inh |
| --- | --- | --- | --- | --- | --- | --- | --- | --- | --- | --- |
| O=C(NC1CC(=O)N(c2cccc(F)c2)C1)C(=O)c1c[nH]c2ccccc12 (centres undefined) | 0.6 | -1.3 | · | · | -0.3 | -3.7 | 15.2 | 1.3 | 0.0&-2.9 | 4.7 |
| Nc1ccccc1C(=O)NC12CC3CC(CC(C3)C1)C2 | 1.8 | 7.7 | 6.5 | 2.7 | 0.6 | -0.6 | 2.8 | -1.2 | -2.5 | 23.9 |
| O=C(NC1CCN(Cc2ccccc2)CC1)c1ccc2c(c1)OCCCO2 | -1.6 | 2.4 | 21.7 | 5.9 | -0.6 | · | -0.4 | -2.5 | -4.2 | 3.4 |
| O=C(CSc1ncnc2ccccc12)Nc1ccc2c(c1)OCCO2 | 5.0 | 2.0 | 9.1 | -5.0 | -0.4 | · | 0.9 | 1.2 | -14.7 | 3.6 |
| CCN(CC(=O)Nc1ccc2c(c1)OCCO2)C(=O)/C=C/c1ccc(OC)c(OC)c1 | 0.3 | -0.6 | · | · | i | · | 9.3 | 0.4 | -5.7 | 5.0 |
| O=c1c2ccccc2nc(-c2ccco2)n1/N=C/c1ccccc1O | -15.2 | -4.9 | -0.2 | -4.6 | 0.5 | -9.1 | 22.4 | 0.1 | · | -1.5 |
| O=C(NNC(=O)C1CCN(S(=O)(=O)c2ccc(Cl)cc2)CC1)c1ccncc1 | 4.2 | -7.7 | -7.5 | 1.4 | -0.5 | · | 5.1 | -2.2 | -11.6 | 2.0 |
| CC(C)CCn1c(CN2CC(C)OC(C)C2)nc2c1c(=O)n(C)c(=O)n2C (centres undefined) | -2.5 | -5.3 | -10.3 | 3.9 | -0.2 | -1.1 | -8.1 | -1.7 | -0.2 | -0.4 |
| CCn1c(COc2ccc(Cl)cc2)nnc1SC1CCc2ccccc2C1=O (centres undefined) | 6.3 | -11.2 | 11.0 | -3.4 | -3.6 | 2.8 | 1.1 | -2.3 | -4.4 | -2.4 |
| Cc1ccc(OCC(=O)Nc2cc(S(=O)(=O)N3CCOCC3)ccc2Cl)c([N+](=O)[O-])n1 | 4.5 | 19.3 | 16.6 | -1.0 | -0.3 | -0.3 | 1.2 | -1.4 | 0.4 | 0.0 |
| O=C1CCCc2[nH]c(-c3ccccc3)nc21 | -1.8 | 1.8 | -18.9 | 1.3 | -0.1 | · | 0.7 | 0.5 | -1.6 | 2.5 |
| CCOC(=O)c1ccccc1NC(=O)CSc1nc(N)cc(N)n1 | -7.3 | -3.0 | 4.3 | 2.3 | 0.0 | 8.0 | 1.5 | 2.5 | -3.4 | -0.5 |
| Cc1cccc(NC(=O)c2cc3ccccc3o2)c1 | -3.9 | 2.0 | -1.0 | -7.4 | -0.1 | 4.2 | -3.6 | 1.1 | -33.9 | 5.2 |
| Cc1noc(C)c1COc1ccccc1C(=O)N1CCN(S(=O)(=O)c2cccc(Cl)c2)CC1 | · | 6.0 | · | · | i | 1.2 | -1.1 | · | 11.1 | 0.1 |
| COc1cc(OC)c(S(=O)(=O)NC(C)C)cc1S(=O)(=O)NC(C)C | 6.4 | 5.1 | 7.2 | 4.9 | i | · | 1.3 | 3.2 | 1.9 | 1.5 |
| COc1ccc(-c2nnn(CC(=O)NCc3ccc4c(c3)OCO4)n2)cc1OC | -8.6 | -1.1 | 13.2 | 4.6 | -0.7 | · | -2.8 | -1.0 | -11.7 | -0.1 |
| CC(C)C(c1nnnn1C(C)(C)C)N1CCOCC1 (centres undefined) | 5.3 | 5.0 | -25.4 | 3.0 | 3.2 | -0.3 | 4.2 | -0.3 | -14.4 | -3.5 |
| COc1ccc(-c2[nH]ncc2N=Nc2cc(C)cc(C)c2)cc1 | -8.3 | 3.5 | 34.7 | 5.1 | 0.2 | · | 9.6 | 2.3 | 2.6 | 1.2 |
| COc1ccc(CN2CCNC(=O)C2CC(=O)O)cc1OC (centres undefined) | -0.8 | -9.4 | 5.1 | 1.8 | -0.3 | -1.0 | 1.4 | -2.2 | 11.0&-12.5 | 2.5 |
| COc1cccc(NC(=O)C(=O)N/N=C/c2ccc3c(c2)OCO3)c1 | -1.5 | 5.9 | 48.5 | -6.2 | -12.5 | -2.2 | 7.4 | 0.2 | · | 0.0 |
| O=C(O)c1cc(-c2cccs2)nc2ccc(F)cc12 | 7.3 | 13.3 | 7.4 | -8.1 | -0.2 | 0.0 | 11.8 | 1.7 | -11.1 | + |
| COc1ccc(NC(=S)NC(=O)/C=C/c2cccs2)cc1 | 4.5 | -1.9 | 22.3 | -3.2 | -0.2 | · | 18.7 | 0.3 | -10.0 | -0.2 |
| Cc1nn(CC(=O)NCC(C)c2ccccc2)c(=O)c2cc(-c3ccccc3)nn12 (centres undefined) | -6.7 | -2.0 | 1.3 | -5.7 | -0.9 | -0.9 | -2.7 | -0.4 | -9.3 | -0.4 |
| O=C(NCc1ccccc1)c1c(Cl)nc(Cl)c(Cl)c1Cl | -6.7 | 0.3 | 20.7 | 2.8 | -2.2 | · | 5.2 | -1.7 | -7.8 | -1.0 |
| CC(NC(=O)/C(=C/c1ccc2c(c1)OCO2)NC(=O)c1cccc([N+](=O)[O-])c1)C(=O)O (centres undefined) | -0.9 | -18.8 | 6.3 | 0.7 | i | · | 24.9 | -1.0 | -0.3 | -0.6 |
| CC[C@H]1CN2CCC1C[C@@H]2[C@H](O)c1ccnc2ccc(OC)cc12 (some centres undefined) | · | 1.2 | · | · | -0.7 | -0.9 | 1.6 | · | -1.1 | 9.9 |
| Cc1c([N+](=O)[O-])ccc(S(=O)(=O)N2CCC(C(N)=O)CC2)c1C | 6.4 | 2.2 | 1.3 | 7.5 | -0.3 | · | 7.0 | 1.5 | -0.1 | 0.8 |
| O=C(NCCCN1CCOCC1)c1ccc(-n2nc(C(F)(F)F)cc2-c2cccs2)cc1 | 4.8 | 1.8 | -19.1 | -3.8 | -0.6 | 0.9 | -6.6 | 1.1 | 1.8 | 1.5 |
| CCOC(=O)C(C(=O)OCC)C(=O)c1cccc2ccc3ccccc3c12 | · | -0.7 | · | · | i | 0.1 | 13.4 | · | · | 3.6 |
| O=c1c(-c2c(O)cc(O)c3c2O[C@H](c2ccc(O)cc2)CC3)c(-c2ccc(O)cc2)oc2cc(O)cc(O)c12 | -57.3 | 29.3 | · | · | -0.8 | 4.1 | 14.7 | 6.3 | 25.2 | -1.6 |

Next records follow.
canonical_smiles,Rv3671c protease,MazEF act,VHR inh abs,SARS 3CLpro inh,BH1578 lux ind,Mtb BioA inh,GDH-TPI counter,UGM FP inh,PriA SSB inh,Mtb FBA inh
CCOC(=O)c1cc(-c2ccccc2)n(CC(=O)Nc2cccc(OC)c2)c1C,-5.9,-4.5,-10.0,4.4,i,-1.1,14.0,0.7,-20.3,-4.8
O=c1c2ccccc2nc2n1CCCS2,2.6,-0.8,25.6,-0.4,i,1.0,-0.7,0.5,-12.8,-2.7
C/C(=N\NC(=O)c1nnn(-c2nonc2N)c1CN(C)c1ccccc1)c1ccc(O)cc1,-8.7,14.8,-8.2,3.0,-0.2,-0.3,19.1,-2.0,·,-2.0
CCn1cc(CNc2nc3nonc3nc2N2CCCCC2)cn1,-2.3,2.8,30.7,2.1,0.6,0.7,14.4,-1.2,-4.2,-1.0
COc1ccc(-c2ccc(C(=O)Nc3cccc(C(F)(F)F)c3)c3occc23)c(C)c1,·,·,·,·,-5.3,-0.7,8.0,·,·,5.0
CCOc1ccc(NC(=O)Cc2ccccc2)cc1,-6.6,-1.3,-11.3,-0.7,i,-0.2,7.0,1.3,2.1,-0.6
O=C(CCCc1c[nH]c2ccccc12)NCc1ccccc1C(F)(F)F,8.1,-2.5,15.5,1.4,-1.4,5.9,-8.1,1.0,-9.1,0.0
CC(NC(=O)c1ccco1)C(c1cccs1)N1CCN(c2ccccc2F)CC1 (centres undefined),4.3,-0.9,-3.3,1.4,-8.3,11.4,10.0,-0.4,-6.9,-2.5
CCCNC(=O)CN1CCN(c2cc3ccccc3c(Cl)n2)CC1,-4.2,3.2,30.7,0.9,-0.3,0.2,-1.9,-0.9,-11.4,-4.7
CC1CCCC(NC(=S)NC(=O)c2ccco2)C1C (centres undefined),3.8,-4.2,·,·,i,0.2,0.0,0.1,-9.2,-2.2
O=C1NC(=Nc2cccnc2)S/C1=C\c1cccc(F)c1,-8.1,-19.0,16.2,2.8,0.9,-1.1,25.5,1.2,-7.9,0.5
CCCCCN(C(=O)CCC(=O)OCCOc1cccc(Cl)c1)c1c(N)n(CCCC)c(=O)[nH]c1=O,1.0,-2.5,·,·,-0.6,·,10.9,2.2,1.5,0.2
CC(C)(C)C1CCc2c(sc3c2C(=O)NC(c2ccco2)N3)C1 (centres undefined),-7.8,2.5,-4.4,-1.0,i,0.4,1.9,-6.3,0.9,2.0
O=C(C(=O)N1CCOCC1)c1cn(CCOc2ccccc2)c2ccccc12,-0.5,-6.3,11.8,1.0,-0.2,0.3,9.8,-0.4,-16.9,-3.3
Cc1ccccc1CN1CCN(c2ccc(Cl)cc2)CC1,0.8,-1.8,1.0,8.1,-0.3,·,1.2,5.6,-7.1,-0.3
COCCN1C(=O)C(=O)/C(=C(/O)c2ccc(S(=O)(=O)N3CCCCC3)cc2)C1c1ccc(O)c(OC)c1 (centres undefined),3.2,-3.7,-5.9,4.2,-0.2,0.8,3.7,-1.8,·,3.5
CCOC(=O)CSC1=C(C#N)C(c2sccc2C)C(C(C)=O)=C(C)N1 (centres undefined),-3.8,-5.5,27.3,-1.2,-1.1,·,18.3,-0.1,-15.4,2.9
CC(=O)NCC(=O)N(C)C(C(=O)Nc1ccc2c(c1)OCCO2)c1ccc(C)cc1 (centres undefined),7.2,-6.2,24.9,-0.8,-0.4,0.3,2.5,1.6,-0.2,-1.5
CC(Sc1ccccc1)C(=O)N1CCN(S(=O)(=O)c2cccc(Br)c2)CC1 (centres undefined),5.6,8.7,1.9,0.6,-0.8,-1.1,-2.3,3.4,-8.7,5.3
COc1ccc(S(=O)(=O)N2Cc3ccccc3CC2C(=O)O)cc1 (centres undefined),-0.3,-3.0,26.1,0.5,i,-0.8,10.0,1.0,7.1,1.6
Cc1cnc(NC(=O)c2sc(Nc3ccccc3)nc2N)o1,-1.0,31.9,17.5,5.4,-0.8,1.4,31.4*,4.9,-1.3,-0.7
O=C(O)c1ccccc1C(=O)Nc1ccc(Br)c2cccnc12,-1.6,-3.5,38.0,1.6,i,·,3.5,1.1,-7.1,6.1
COc1ccc(C)cc1COC(=O)c1[nH]c(C)c(C(C)=O)c1C,-14.6,-13.8,-6.8,-5.1,-0.7,2.7,1.9,1.2,3.0,-0.9
COCc1cc(=O)[nH]c2cc(NC(=O)c3cccc(OC)c3)c(C)cc12,10.8,3.4,8.8,-0.8,i,0.2,17.2,-2.5,-19.8,10.1
COc1cccc(CN2CCN(Cc3cccc(F)c3)CC2)c1,-0.6,-17.7,16.0,-0.9,-0.7,0.6,-12.8,-0.9,2.2,-2.8

Compound profiles, as listed above.
Listed for CCOC(=O)CSC1=C(C#N)C(c2sccc2C)C(C(C)=O)=C(C)N1 (centres undefined) : Rv3671c protease = -3.8; MazEF act = -5.5; VHR inh abs = 27.3; SARS 3CLpro inh = -1.2; BH1578 lux ind = -1.1; Mtb BioA inh = ·; GDH-TPI counter = 18.3; UGM FP inh = -0.1; PriA SSB inh = -15.4; Mtb FBA inh = 2.9
Listed for COc1ccc(S(=O)(=O)N2Cc3ccccc3CC2C(=O)O)cc1 (centres undefined) : Rv3671c protease = -0.3; MazEF act = -3.0; VHR inh abs = 26.1; SARS 3CLpro inh = 0.5; BH1578 lux ind = i; Mtb BioA inh = -0.8; GDH-TPI counter = 10.0; UGM FP inh = 1.0; PriA SSB inh = 7.1; Mtb FBA inh = 1.6
Listed for O=C(O)c1ccccc1C(=O)Nc1ccc(Br)c2cccnc12 : Rv3671c protease = -1.6; MazEF act = -3.5; VHR inh abs = 38.0; SARS 3CLpro inh = 1.6; BH1578 lux ind = i; Mtb BioA inh = ·; GDH-TPI counter = 3.5; UGM FP inh = 1.1; PriA SSB inh = -7.1; Mtb FBA inh = 6.1
